Screening data from PubChem.
EPAC2 antag: qHTS for Antagonist of cAMP-regulated guanine nucleotide exchange factor 2 (EPAC2): primary screen | Potency, µM (highest dose often 114 µM), for the others: at the highest dose activity, negative = inhibition, hits mostly inhibitors | actives 0.18% (n = 360,000) | EPAC2 GEF exchange of Rap1B-BODIPY-GDP, fluorescence | Rap guanine nucleotide exchange factor 4 (Homo sapiens), Q8WZA2; further: potency means the concentration at half of the fitted maximal effect; on the % scale 0 is the no-effect control and ±100 the full control effect; nearly all actives have a fitted effect of over 45% in size; many of its hits are not listed in these tables
PI5P4Ka inh: qHTS for Inhibitors of phosphatidylinositol 5-phosphate 4-kinase (PI5P4K). PI5P4Kalpha enzyme, ADP-Glo luminescence, 60 min; stronger effect = lower value. max response, %. actives 1.2% (n = 330,000); active means max response of -50% or lower; inconclusive means between -30% and -50%; inactive means -30% or higher; further: value at the top dose of about 77 µM; on the % scale 0 is the no-effect control and ±100 the full control effect
Target sequence (P48426 whole entry, looked up): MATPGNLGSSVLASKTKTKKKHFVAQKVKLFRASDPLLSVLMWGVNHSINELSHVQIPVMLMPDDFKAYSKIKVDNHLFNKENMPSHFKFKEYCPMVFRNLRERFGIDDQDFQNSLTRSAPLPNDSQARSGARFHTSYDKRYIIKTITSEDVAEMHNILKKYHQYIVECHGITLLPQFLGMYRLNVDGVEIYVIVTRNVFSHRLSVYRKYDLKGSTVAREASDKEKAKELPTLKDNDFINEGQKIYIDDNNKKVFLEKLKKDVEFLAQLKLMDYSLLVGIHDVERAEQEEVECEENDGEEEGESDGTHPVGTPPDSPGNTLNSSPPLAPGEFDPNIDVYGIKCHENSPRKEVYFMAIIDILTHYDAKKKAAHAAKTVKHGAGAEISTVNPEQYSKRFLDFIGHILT
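ADP-Glo luminescence end-point read after a 60 min room-temperature kinase reaction of PI5P4Kalpha plus substrate, initiated with ATP at 5 microM final. Buffer: 0.038 M HEPES pH 7.4, EGTA, 0.1% CHAPS, 5% DMSO.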
Mm-Cpn inhibitor: Inhibitors of TCP-1 ring complex (TRiC) of Methanococcus maripaludis (MmCpn): qHTS; Chaperonin Mm-Cpn (Methanococcus maripaludis); purified Mm-Cpn ATPase, ADP Transcreener TR-FRET; Potency, µM (titrated, usually from 76.9 µM), inactives show at the top dose activity, negative = inhibition, most hits filed as inhibitors; actives 0.031% (n = 330,000); AID 504842, 2011; further: potency means the concentration at half of the fitted maximal effect; on the % scale 0 is the no-effect control and ±100 the full control effect; nearly all actives have a fitted effect of over 80% in size
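ATP (10 uM final) was added to archaeal chaperonin (25 nM final) after 10 min exposure to test compound at 37°C; after 30 min further incubation, ADP was detected by competitive TR-FRET.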
PLK1 PBD block: qHTS for Inhibitors of PLK1-PDB (polo-like kinase 1 - polo-box domain): Primary Screen | Serine/threonine-protein kinase PLK1 (Homo sapiens), P53350 | Plk1 PBD binding of FITC phosphopeptide, fluorescence polarization | Potency, µM, for inactives: max response, negative = inhibition, hits mostly inhibitors | actives 2.8% (n = 360,000); further: potency means the concentration at half of the fitted maximal effect; series mostly up to about 57 µM; on the % scale 0 is the no-effect control and ±100 the full control effect; nearly all actives have a fitted effect of over 65% in size
Target sequence (P53350 whole entry, looked up, the tested form may be a part): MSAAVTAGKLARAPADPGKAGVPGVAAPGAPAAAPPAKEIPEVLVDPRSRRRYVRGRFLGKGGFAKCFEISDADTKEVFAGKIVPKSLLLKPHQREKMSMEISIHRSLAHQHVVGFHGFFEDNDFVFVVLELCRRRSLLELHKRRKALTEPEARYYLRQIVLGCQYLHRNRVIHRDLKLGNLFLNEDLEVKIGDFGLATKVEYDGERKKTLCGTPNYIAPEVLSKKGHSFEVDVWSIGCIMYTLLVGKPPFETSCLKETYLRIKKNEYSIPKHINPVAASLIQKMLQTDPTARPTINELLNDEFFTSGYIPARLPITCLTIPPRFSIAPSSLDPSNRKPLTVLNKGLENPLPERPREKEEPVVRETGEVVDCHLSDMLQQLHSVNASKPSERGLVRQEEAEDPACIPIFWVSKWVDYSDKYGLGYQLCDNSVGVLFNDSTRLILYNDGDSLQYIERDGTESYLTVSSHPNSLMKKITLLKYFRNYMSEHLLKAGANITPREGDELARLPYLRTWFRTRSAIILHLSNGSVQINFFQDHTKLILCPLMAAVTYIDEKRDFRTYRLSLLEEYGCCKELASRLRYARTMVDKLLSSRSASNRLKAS
WRN helicase inh: qHTS for Inhibitors of WRN Helicase; Bifunctional 3'-5' exonuclease/ATP-dependent helicase WRN (Homo sapiens), Q14191; WRN helicase unwinding, fluorescent forked duplex, kinetic; Potency, µM (top dose mostly 114 µM), for inactives: at the highest dose activity change, negative = inhibition, actives largely listed as inhibitors; actives 0.46% (n = 360,000); AID 651768, 2012; further: potency means the concentration at half of the fitted maximal effect; on the % scale 0 is the no-effect control and ±100 the full control effect; nearly all actives have a fitted effect of over 55% in size
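Kinetic red-fluorescence monitoring (525/598 nm) tracks WRN helicase activity after 100 nM fluorophore-quencher forked duplex and 2 mM ATP are added to 20 nM enzyme pretreated 15 min at room temperature with compound.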
EPAC1 antagonist: qHTS for Antagonist of cAMP-regulated guanine nucleotide exchange factor 3 (EPAC1): primary screen. Potency, µM (highest dose often 115 µM), without a hit: at the top dose activity change, negative = inhibition, most hits filed as inhibitors. AID 720709, 2013. EPAC1 GEF assay, Rap1b-BODIPY-GDP exchange fluorescence. Rap guanine nucleotide exchange factor 3 (Homo sapiens), O95398. actives 0.14% (n = 360,000);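 further: potency means the concentration at half of the fitted maximal effect; plate controls were vehicle for no effect and positive control for full effect; nearly all actives have a fitted effect of over 50% in size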
EPAC1 agonist: qHTS for Agonist of cAMP-regulated guanine nucleotide exchange factor 3 (EPAC1): primary screen. Rap guanine nucleotide exchange factor 3 (Homo sapiens), O95398. EPAC1 agonist qHTS, biochemical assay; response scale: 100% = response to 6.5 mM cAMP. Potency, µM (doses to about 154 µM), without a hit: at the top dose activation, hits mostly activators. actives 0.073% (n = 360,000). AID 720707, 2013; further: potency means the concentration at half of the fitted maximal effect; nearly all actives have a fitted effect of over 60% in size
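Fluorescent GDP-exchange assay: 100 nM EPAC1 with 250 nM Rap1B preloaded with BODIPY-GDP and 50 uM GDP; compounds tested as concentration series, 5 min at room temperature, then read every 5 min for 30 min (ex 480/em 540 nm); normalized to 6.5 mM cAMP.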
CCT modulator: High-Throughput Screening for Modulators of Cytosolic Chaperonin Activity. purified chaperonin ATPase assay, HTRF ADP detection, 30 min. activity change, % (test concentration not listed), hits read low. actives 0.3% (n = 360,000). AID 651819, 2012; in the data active means activity change below about -30%; further: on the % scale 0 is the no-effect control and ±100 the full control effect
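TRiC at 40 or 20 nM final (batch-dependent) in 30 mM Tris pH 7.4, 100 mM KCl, 5 mM MgCl2, 1 mM DTT, with compound at single 76 uM and 10 uM ATP, 30 min at 37 deg C. ADP detected by HTRF Transcreener, 665/615 ratio.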
* marks the source's active call; other numbers are inactive results; ? = inconclusive; . = not tested or not shown; [ ] = remark or other dose. Unless noted, the call rests on the fitted dose curve; in most records, active means well fitted curve in the direction sought with a large enough effect; inconclusive means small, poorly fitted or top-dose-only effect, or another doubt; inactive means no such curve, though single readings can be large; an effect the other way counts as inactive or inconclusive.

No.	SMILES	CCT modulator	PLK1 PBD block	EPAC1 antagonist	EPAC2 antag	EPAC1 agonist	Mm-Cpn inhibitor	PI5P4Ka inh	WRN helicase inh
1	O=C(CCCNS(=O)(=O)c1cccs1)N1CCN(c2ccc(F)cc2)CC1	0.3	-7%	-2%	-1%	3%	1%	-2	7%
2	CC(NC(=O)c1cccs1)C(S)c1ccccc1 (stereo not drawn)	-4.9	3%	?	0%	-10%	-1%	2	-10%[57.1 µM]
3	COCCn1nnnc1C(C(C)C)N1CCC(Cc2ccccc2)CC1 (stereo not drawn)	-0.9	-7%	-10%	-11%	13%	1%	.	1%
4	COc1ccc(C(CC(=O)O)NC(=O)COc2ccccc2)cc1 (stereo not drawn)	0.7	-15%	10%	23%	2%	2%	2	2%[57.1 µM]
5	Cc1cccc(-n2ncc3c(N4CC(C)CC(C)C4)ncnc32)c1 (stereo not drawn)	2.0	-10%	-4%	-3%	-6%	-2%	6	0%
6	O=[N+]([O-])c1ccccc1/C=C/C=N/n1c(-c2ccco2)n[nH]c1=S	-0.7	-22%	-12%	2%	7%	-2%	-6	-9%
7	Nc1nnc(SCc2ccccc2Cl)s1	-1.2	2%	5%	10%	0%	.	0	1%
8	Cc1[nH]c(=S)[nH]c(=O)c1Cc1ccccc1	2.0	-5%	-1%	3%	-1%	0%	.	-4%
9	O=C(N/N=C\c1cn[nH]c1-c1ccc(Cl)cc1)c1cccs1	2.1	6%	-14%	5%	-5%	-3%	-24	-8%
10	COc1ccc(C)cc1Nc1ccc(C(=O)O)cc1[N+](=O)[O-]	0.4	-9%	-16%	-18%	-1%	-5%	-10	-32%
11	Cn1c(=O)c2c(nc(Oc3ccc(-c4ccccc4)cc3)n2C)n(C)c1=O	-2.7	-2%	-4%	4%	0%	0%	.	1%
12	COc1ccc(CC(N)c2csc(NC(=O)c3ccc(OC)cc3)n2)cc1 (stereo not drawn)	-0.3	0%	-2%	7%	-5%	.	12	0%[57.1 µM]
13	Cc1ccc(C2C(C#N)=C(N)Oc3nc(-c4ccccc4)[nH]c32)o1 (stereo not drawn)	0.7	?	-4%	4%	9%	1%	-27	3%
14	CCCc1ccc(OCC(=O)NNC(=S)NC(=O)c2ccco2)cc1	-1.1	?	-3%	5%	4%	0%	-14	-26%
15	O=C(OCc1cc2ccccc2[nH]c1=O)c1cccc([N+](=O)[O-])c1	-0.4	-3%	-9%	1%	-2%	1%	7	3%

Record cards, from the list above. Order of values: CCT modulator, PLK1 PBD block, EPAC1 antagonist, EPAC2 antag, EPAC1 agonist, Mm-Cpn inhibitor, PI5P4Ka inh, WRN helicase inh
Shown for O=C(CCCNS(=O)(=O)c1cccs1)N1CCN(c2ccc(F)cc2)CC1 : 0.3, -7%, -2%, -1%, 3%, 1%, -2, 7%
Shown for COc1ccc(C)cc1Nc1ccc(C(=O)O)cc1[N+](=O)[O-] : 0.4, -9%, -16%, -18%, -1%, -5%, -10, -32%
Shown for O=C(N/N=C\c1cn[nH]c1-c1ccc(Cl)cc1)c1cccs1 : 2.1, 6%, -14%, 5%, -5%, -3%, -24, -8%
Shown for Cc1[nH]c(=S)[nH]c(=O)c1Cc1ccccc1 : 2.0, -5%, -1%, 3%, -1%, 0%, ., -4%
Shown for COCCn1nnnc1C(C(C)C)N1CCC(Cc2ccccc2)CC1 (stereo not drawn) : -0.9, -7%, -10%, -11%, 13%, 1%, ., 1%

Remaining list, next part.
No.	SMILES	CCT modulator	PLK1 PBD block	EPAC1 antagonist	EPAC2 antag	EPAC1 agonist	Mm-Cpn inhibitor	PI5P4Ka inh	WRN helicase inh
16	Nc1ccccc1C#CC(=O)c1ccccc1	0.9	8.4µM*	?	?	9%	?	4	-26%
17	CO/N=C/c1ccc(OC)c(Oc2nc(OC)cc(OC)n2)c1	0.3	1%	3%	-3%	-2%	-6%	2	1%
18	Cn1nc2c3ccccc3n(Cc3ccc(F)cc3)c2nc1=S	-1.7	-14%	?	-2%	2%	-1%	3	-1%
19	CS(=O)(=O)N(CC(=O)NCc1ccco1)c1ccccc1Cl	-0.4	-9%	9%	9%	-1%	-1%	-5	5%
20	O=C(Nc1ccccc1Cl)Nc1ccnn1C1CCN(C(=O)CCN2CCCO2)CC1	-3.6	-13%	6%	-2%	10%	3%	7	1%
21	O=C(NCc1ccc2c(c1)OCO2)C(=O)NCC1OCCCN1S(=O)(=O)c1ccccc1 (stereo not drawn)	-2.3	2%	3%	9%	-16%	.	-19	3%
22	c1nnc(NC2=NCCCCC2)s1	-1.1	-19%	5%	-8%	9%	-1%	.	-7%
23	C#CCOCCOCCOCCNc1nc(N2CCOCC2)nc(N2CCN(C(=O)CCCCCCCCCCNC(=O)Cn3cc(CCCCCN)nn3)CC2)n1	-1.2	-17%	-9%	10%	4%	-1%	-29	5%
24	COc1ccc([C@H]2N[C@]3(CCCN(CC4CCCCC4)C3=O)[C@H]3C(=O)N(Cc4ccccc4)C(=O)[C@@H]23)cc1	-1.5	-11%	-5%	-6%	6%	.	1	3%
25	Cc1ccc(S(=O)(=O)N2CCN(C(=O)N3CCOCC3)C2c2ccc(N(C)C)cc2)cc1 (stereo not drawn)	2.1	-2%	8%	14%	0%	0%	.	12%
26	COc1cc(OC)cc(-c2nc(-c3cc4cc(C)ccc4nc3OC)no2)c1	0.0	-16%	-9%	0%	3%	-13%	2	2%
27	N#CCCN(C(=O)COC(=O)c1cc(=O)[nH]c2ccccc12)c1ccccc1	0.3	-3%	-7%	3%	-2%	-5%	1	1%
28	CC1(C)CC(=O)C2=C(C1)N=C1SCCC(=O)N1C2c1cccc([N+](=O)[O-])c1 (stereo not drawn)	0.7	-8%	-7%	0%	1%	-3%	2	6%
29	Cc1ccc2nc(Nc3nc(-c4ccccc4)cc(=O)[nH]3)nc(C)c2c1	1.6	-4%	-15%	0%	6%	2%	-7	-22%
30	CCCSc1ncnc2[nH]ncc12	-3.4	-7%	-7%	8%	2%	.	-1	-26%
31	CC(C)c1nc(CNC(=O)CCc2nnc(-c3ccsc3)o2)cs1	-0.8	-8%	-4%	2%	-1%	1%	-5	2%
32	CC(C)n1nc(C(=O)Nc2nc3ccc(S(C)(=O)=O)cc3s2)c2ccccc2c1=O	-1.7	-2%	5%	-5%	11%	-1%	.	-7%
33	CC(=O)Nc1cc(C(=O)N2CCCC2)ccc1S(=O)(=O)c1ccc(C)cc1	-3.1	-8%	-12%	-4%	7%	-3%	3	1%
34	CN(C(=O)c1ccc(NC(=O)Cc2cccc(NC(=O)C3CCN(C(=O)C4CC4)CC3)c2)cc1)C1CCCC1	-1.0	-3%	26%	7%	-20%	0%	-1	-3%
35	CC(=O)c1c(C)[nH]c(C(=O)OCC(=O)NCCCc2ccccc2)c1C	2.6	-7%	16%	-9%	3%	1%	-1	2%
36	O=C(NC1CCN(Cc2ccccc2)CC1)C1COc2ccccc2O1 (stereo not drawn)	-2.1	-6%	0%	3%	0%	?	-6	-3%
37	NC(=O)c1ccc[n+](CC(=O)c2ccc(NC(=O)c3ccccc3)cc2)c1	0.1	4%	4%	20%	-4%	1%	-5	17%
38	COc1ccccc1N1CCN(S(=O)(=O)c2c(C)sc3ncn(CC(=O)NCCN(C)C)c(=O)c23)CC1	-0.2	0%	17%	1%	5%	1%	-2	1%
39	CCOc1ccccc1NC(=O)/C(C#N)=C/c1c(C)nn(-c2ccc(F)cc2)c1Cl	-2.4	-8%	1%	3%	-4%	1%	5	-3%
40	Cc1cc(NC(=O)CCC(=O)N(CC(=O)NC2CCCC2)Cc2ccc3c(c2)OCO3)no1	0.0	-3%	0%	14%	0%	0%	0	6%
41	Cc1ccc(COc2ccc(Br)cc2/C=N/O)cc1	-0.5	-6%	-19%	-9%	21%	-2%	1	-14%
42	C/C(Cl)=C/CSc1nnc2n(N)c(=O)c3ccccc3n12	0.4	-6%	-19%	1%	0%	1%	0	1%
43	CC1(C(=O)Nc2nccs2)CCN1C(=O)CC(c1ccccc1)c1ccccc1 (stereo not drawn)	1.6	0%	5%	-19%	-4%	.	6	6%[57.1 µM]
44	CCc1nnc(NC(=O)CN2CCN(Cc3cccc(F)c3)CC2)s1	-0.8	-15%	-6%	4%	-5%	-3%	2	2%
45	CCC1C(=O)CC(c2ccccc2)NC1c1ccccc1 (stereo not drawn)	0.1	1%	-5%	-2%	9%	1%	4	-11%
46	Cc1ccc(C(=O)Nc2ncnc3sc4c(c23)CCCCC4)cc1	0.6	-3%	-1%	5%	0%	4%	2	-2%
47	O=C(CSc1ncnc2ccccc12)Nc1ccc2c(c1)OCCO2	1.2	-13%	-10%	-5%	6%	1%	-14	?
48	CCc1cc(C(=O)Nc2cc(S(=O)(=O)N(CC)CC)ccc2N2CCOCC2)sc1C	2.1	2%	-5%	-9%	16%	-21%	6	-13%
49	C[C@@H]1CN([C@@H](C)CO)C(=O)c2cc(NC(=O)Nc3cccc4ccccc34)ccc2O[C@@H](C)CCCCO[C@H]1CN(C)C(=O)c1ccccc1	0.6	-18%	-4%	-14%	11%	.	4	-6%

Not all compounds are listed, so the mix of outcomes need not match the whole.
